High-throughput results as filed in PubChem.
ARNT-TACC3 inh – disruptors of human ARNT/TACC3 interaction | Q9Y6A5 | AlphaScreen His-ARNT PAS-B/GST-TACC3 binding, luminescence; TACC3 fragment carries E629A point mutation | inhibition, % at 9.99 µM | 0.66% of 390,000 active | AID 623870;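 active = mean inhibition of replicates at least 50% and at least half of replicates each reaching 50%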;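 also: 0% = complete ARNT plus TACC3 wells and 100% = ARNT alone without TACC3; many hits fall short of the cut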
E-selectin induc – E-selectin induction on HUVECs; HUVEC E-selectin immunofluorescence imaging; normalized: neutral wells 0, TNF-alpha wells 100; activation, % at 7.58 µM; 0.37% of 260,000 active; AID 686992;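 active = mean E-selectin-positive cell signal at least 10% of the positive control, reached in at least 60% of replicates, without over 20% cell loss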;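 also: in these data hits start at about 27%; measured in HUVEC primary endothelial cells; signal is the percent of cells scored E-selectin positive by PE staining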
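Test system: HUVEC; input: 3,000 HUVEC/well; measured by: immunofluorescence imaging; read-out: % PE-positive cells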
esBAF inh – SWI/SNF esBAF complex inhibition | mouse ES cells, Bmi1-luciferase knock-in reporter, 24 h; 100% = twice the neutral-well signal | reporter increase, % at 12.5 µM | 2% of 350,000 active; in the data active = activation above about 40%;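 also: 0% = median of the plate's neutral control wells and 100% = double that signal; a rise in the Bmi1 reporter signal indicates esBAF inhibition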
RAD52 anneal inh – inhibitors of human RAD52 DNA annealing | recombinant RAD52 DNA annealing, FRET fluorescence | inhibition, % at 18.7 µM | 0.46% of 360,000 active;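 active = every replicate showing at least 50% inhibition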
PglD inh – inhibitors of Campylobacter jejuni PglD acetyltransferase | 0.098% of 360,000 active | purified PglD enzyme, DTNB colorimetric CoA detection | inhibition, % at 12.5 µM; in the data active = inhibition above about 16%, passing the limit was not always enough; also: strong numbers were not always called active
RAD54 inh – RAD54 (human) branch migration inhibition. Q92698. RAD54 Holliday junction branch migration, FAM/BHQ fluorescence. inhibition, % at 10.4 µM. 0.14% of 360,000 active;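 active = mean normalized replicate activity at least 40 and at least half of replicates scoring 40 or more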;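 also: 0% = median of neutral control wells and 100% = median of positive control wells; inhibitors cause a drop in the FAM fluorescence signal; in these data hits start at about 50%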
Target sequence (Q92698 whole entry, looked up): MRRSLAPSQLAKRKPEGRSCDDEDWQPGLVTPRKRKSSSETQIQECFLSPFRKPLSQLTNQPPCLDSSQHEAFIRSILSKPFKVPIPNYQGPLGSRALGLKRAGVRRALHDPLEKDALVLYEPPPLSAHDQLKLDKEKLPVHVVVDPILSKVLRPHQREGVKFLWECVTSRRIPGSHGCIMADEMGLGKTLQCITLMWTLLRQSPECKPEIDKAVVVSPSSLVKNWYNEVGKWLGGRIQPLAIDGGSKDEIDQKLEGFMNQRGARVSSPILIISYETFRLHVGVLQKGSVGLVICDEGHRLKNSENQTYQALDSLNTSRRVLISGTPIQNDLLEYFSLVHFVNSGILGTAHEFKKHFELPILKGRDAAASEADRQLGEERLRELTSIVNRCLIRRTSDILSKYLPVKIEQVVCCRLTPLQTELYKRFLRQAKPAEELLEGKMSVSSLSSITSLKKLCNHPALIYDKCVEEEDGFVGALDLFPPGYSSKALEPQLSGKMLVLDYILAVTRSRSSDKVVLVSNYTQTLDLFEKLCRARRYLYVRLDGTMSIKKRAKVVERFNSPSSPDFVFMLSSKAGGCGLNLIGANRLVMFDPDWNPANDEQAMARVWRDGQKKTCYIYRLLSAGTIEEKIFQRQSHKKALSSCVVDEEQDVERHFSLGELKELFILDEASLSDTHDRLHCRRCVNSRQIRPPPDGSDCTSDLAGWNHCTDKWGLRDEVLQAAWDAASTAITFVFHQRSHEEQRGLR
ERp5 block – inhibitors of human ERp5. ERp5 insulin aggregation, absorbance 650 nm, 90 min. inhibition, % at 9.99 µM. 0.05% of 350,000 active. AID 651711;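 active = mean replicate inhibition above about 25%, with every replicate also reaching it, limit read from the data, passing the limit was not always enough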
CASP6 VEID inh – inhibitors of human caspase-6 | purified caspase-6, Z-VEID-R110 cleavage fluorescence | inhibition, % at 12.5 µM | 0.53% of 350,000 active | P55212;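 active = mean inhibition across replicates at least about 35%, with every replicate also reaching that limit, limit read from the data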;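 also: 0% = median of neutral control wells and 100% = no fluorescence left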
Target sequence (P55212 24-179 limits assumed): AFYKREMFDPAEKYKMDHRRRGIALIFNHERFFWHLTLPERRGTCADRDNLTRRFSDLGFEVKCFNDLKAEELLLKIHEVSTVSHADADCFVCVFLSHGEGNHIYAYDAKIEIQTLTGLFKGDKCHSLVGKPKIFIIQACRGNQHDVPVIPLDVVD
Target sequence (P55212 194-293 limits assumed): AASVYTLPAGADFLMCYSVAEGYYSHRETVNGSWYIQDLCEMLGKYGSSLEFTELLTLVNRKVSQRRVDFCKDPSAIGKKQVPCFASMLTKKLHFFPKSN
The depositor's hits bear a star; i = inactive; / = not tested or not shown. Not a hit list. Share with any hit: about 3.2%.

A first look, three compounds:
SMILES	ARNT-TACC3 inh	E-selectin induc	esBAF inh	RAD52 anneal inh	PglD inh	RAD54 inh	ERp5 block	CASP6 VEID inh
CC(/C=C/c1ccc2c(c1)OCO2)=N\NC(=O)c1ccccc1	0	2.2	/	-10	/	/	0	-4
CC1CN(S(=O)(=O)c2cc(C(=O)NC(C)c3cccnc3)ccc2Cl)CC(C)O1 (centres undefined)	0	/	9	-4	-5	3	10	-3
CS(=O)(=O)N(CC(=O)Nc1ccccc1C(=O)N1CCOCC1)c1ccccc1	-2	/	1	/	2	-1	/	/

The listing, from the start:
SMILES	ARNT-TACC3 inh	E-selectin induc	esBAF inh	RAD52 anneal inh	PglD inh	RAD54 inh	ERp5 block	CASP6 VEID inh
CC(/C=C/c1ccc2c(c1)OCO2)=N\NC(=O)c1ccccc1	0	2.2	/	-10	/	/	0	-4
CC1CN(S(=O)(=O)c2cc(C(=O)NC(C)c3cccnc3)ccc2Cl)CC(C)O1 (centres undefined)	0	/	9	-4	-5	3	10	-3
CS(=O)(=O)N(CC(=O)Nc1ccccc1C(=O)N1CCOCC1)c1ccccc1	-2	/	1	/	2	-1	/	/
Cc1cc(S(=O)(=O)NCc2ccco2)c(C)s1	-13	/	-3	/	4	-3	/	/
O=C(CSc1nnc(COc2ccc(Cl)cc2)o1)Nc1nccs1	/	/	1	-3	-2	11	1	0
CCOC(=O)CSc1nc(-c2cccs2)nc2c1c(=O)n(C)c(=O)n2C	-2	/	-3	8	4	-10	-2	1
O=[N+]([O-])c1ccc(O)c(C2CCCCC2)c1	11	-0.1	-6	-15	2	-2	-2	-1
COc1ccc(S(=O)(=O)Nc2ccc3c(c2)C(=O)N([C@@H](C)CO)C[C@@H](C)[C@H](CN(C)C)O3)cc1	-2	-1.6	1	-15	0	-1	4	-1
Cc1ccc2[nH]c3c(=O)n(CC(=O)NCc4ccco4)ncc3c2c1	-9	/	2	-34	-1	3	2	/
COc1ccccc1N(CC(O)Cn1nc(C)cc1C)S(=O)(=O)c1ccccc1 (centres undefined)	3	/	/	-14	/	/	-1	-2
COc1ccc2c3c([nH]c2c1)[C@H](CO)N(C(=O)C1CC1)CC31CCN(Cc2cccc(F)c2)CC1	/	-0.1	/	16	/	/	11	-1
COCCn1c(C)nnc1SCC(=O)NNC(=O)c1ccc(Cl)cc1	1	/	-4	-7	5	3	1	-4
Cc1ccc(OCC(=O)NCCCNC(=O)c2ccc(C)nc2)cc1	-1	/	-1	-8	7	5	-1	-1
COC(=O)/C=c1/s/c(=C(/C#N)C(=O)N2CCOCC2)n(-c2ccccc2)c1=O	-8	/	-1	/	4	-2	/	/
COc1ccc(C2C(C#N)=C(N)N(c3sc4c(c3C#N)CCCC4)C3=C2C(=O)CC(C)(C)C3)cc1OC (centres undefined)	0	/	-5	/	4	-26	/	/
CC1CCc2c(C(=O)OCC(=O)Nc3cccc(S(=O)(=O)N4CCCCCC4)c3)csc2C1 (centres undefined)	-7	-0.2	/	-18	/	/	5	-3
CC(=O)N1CC(=O)N2[C@H](CO)[C@H](c3ccc(-c4ccncc4)cc3)[C@@H]2C1	/	-0.1	/	5	/	/	-2	-2
Cc1ccc(S(=O)(=O)N2CCN(C(=O)COC(=O)CCCOc3ccccc3)CC2)c(C)c1	-19	/	-2	-16	-3	-15	-13	0
CC(=O)N1CCN(C(=O)COc2ccc(N(C)S(=O)(=O)c3cccs3)cc2)CC1	-25	4.8	/	3	/	/	2	2
O=C(Cn1cc([N+](=O)[O-])cn1)Nc1ccc(Cn2cc(Br)cn2)cc1	8	-2.2	/	-15	-6	-3	-2	3

Four entries from above, in CSV form.
compound,ARNT-TACC3 inh,E-selectin induc,esBAF inh,RAD52 anneal inh,PglD inh,RAD54 inh,ERp5 block,CASP6 VEID inh
CC(/C=C/c1ccc2c(c1)OCO2)=N\NC(=O)c1ccccc1,0,2.2,/,-10,/,/,0,-4
CC(=O)N1CC(=O)N2[C@H](CO)[C@H](c3ccc(-c4ccncc4)cc3)[C@@H]2C1,/,-0.1,/,5,/,/,-2,-2
CC(=O)N1CCN(C(=O)COc2ccc(N(C)S(=O)(=O)c3cccs3)cc2)CC1,-25,4.8,/,3,/,/,2,2
COc1ccc2c3c([nH]c2c1)[C@H](CO)N(C(=O)C1CC1)CC31CCN(Cc2cccc(F)c2)CC1,/,-0.1,/,16,/,/,11,-1

The list continues.
SMILES	ARNT-TACC3 inh	E-selectin induc	esBAF inh	RAD52 anneal inh	PglD inh	RAD54 inh	ERp5 block	CASP6 VEID inh
Fc1ccc(CNc2nc3ccccc3n3cnnc23)cc1	-6	0.3	-8	-30	2	-11	5	-1
O=C(CN(Cc1ccc2c(c1)OCO2)C(=O)CNS(=O)(=O)c1ccccc1)NCC1CCCO1 (centres undefined)	1	/	-10	/	0	6	/	/
NC(=O)c1sc(=S)n(-c2ccc(Br)cc2)c1N	-12	/	1	-16	7	-12	-2	1
CC1CCCCC1NC(=O)c1cc(S(=O)(=O)N2CCCCC2)ccc1N1CCOCC1 (centres undefined)	/	-1.6	-9	-1	-3	-7	8	2
O=C(Oc1cccnc1)c1ccc(Cl)cc1	2	/	-9	/	2	5	/	/
O=C(COC(=O)CNC(=O)c1ccccc1)Nc1cccc(Br)c1	-7	/	-5	/	0	8	/	/
COc1ccccc1NC(=O)c1c(Nc2ccccc2C)sc(C(=O)Nc2cccc(Cl)c2)c1N	5	0.2	2	-30	-2	4	4	0
Nc1nc(CC(=O)CSc2ccc(Cl)cc2)nc(Nc2ccc(F)cc2)n1	/	-2.0	/	-1	/	/	1	-1
CCC1(CC)NC(=O)N(CC(=O)OCC(=O)Nc2ccc(F)c(F)c2F)C1=O	1	0.2	/	-21	/	/	3	-2
O=[N+]([O-])c1ccc(Sc2nc3ccccc3o2)c([N+](=O)[O-])c1	-8	/	-37	-5	-1	2	4	9
COc1ccc(C(=O)COC(=O)c2cnc(C)cn2)cc1OC	5	/	-1	-15	0	0	2	2
COc1ccccc1-c1nc2ccccc2n(CC(C)C)c1=O	/	-6.0	/	4	/	/	5	0
C[C@@H]1CN([C@@H](C)CO)C(=O)c2cccc(NC(=O)C3CC3)c2O[C@@H]1CN(C)S(C)(=O)=O	5	0.1	6	11	-1	-1	-2	-1
COc1cccc(Nc2nc3ccc(OC)cc3s2)c1	-2	0.1	/	11	/	/	2	7
C=CCNc1nc(C(=O)OCC(=O)Nc2cc(S(C)(=O)=O)ccc2Cl)cs1	/	1.2	/	-2	/	/	3	3
COc1ccc2c(CC(=O)Nc3nnc(C4CC4)s3)coc2c1	-3	/	5	/	-4	-5	/	/
O=C(N/N=C/c1ccco1)c1ccccn1	67*	/	28	/	6	-3	/	/
O=C(C[C@H]1C=C[C@H](NC(=O)CC2CC2)[C@@H](CO)O1)NCc1ccc(-c2ccccc2)cc1	9	-0.5	2	-5	0	-3	-3	4
Cc1cc(NC(=O)c2cc(C(C)(C)C)oc2C)no1	-7	2.8	2	1	/	/	5	1
COc1cccc(-c2cn(CC[C@@H]3CC[C@H](NC(=O)CN(C)C)[C@@H](CO)O3)nn2)c1	7	-0.6	-5	-24	-2	3	-4	-2
COC(=O)c1ccc(COc2ccccc2/C=N/O)o1	/	0.2	/	-27	4	-2	7	-1
CC(C)CC#Cc1ccc2c(c1)O[C@@H](CN(C)C(=O)c1cnccn1)[C@@H](C)CN([C@@H](C)CO)S2(=O)=O	4	0.6	3	8	4	5	1	1
Nc1c2c(nc3sc4c(c13)CCCCC4)CCCCC2	-17	/	/	-13	5	-4	2	-1
COc1cccc(CNC(=O)C[C@H]2CC[C@H](NS(=O)(=O)c3ccccc3OC)[C@H](CO)O2)c1	/	0.2	-2	-10	1	-1	-3	1
O=C(NCc1nnc2c(C(F)(F)F)cc(Cl)cn12)c1ccc(Br)o1	-1	0.1	/	-9	/	/	2	6
C/C=C/C=N/Nc1nc(-c2ccc([N+](=O)[O-])cc2)cs1	-1	2.1	/	-7	/	/	2	-3
Cc1ccoc1C(=O)N1CCCC(CO)(Cc2ccc(F)cc2)C1 (centres undefined)	1	-0.1	-2	-14	0	-1	2	-3
C[C@@H]1CN([C@@H](C)CO)S(=O)(=O)c2ccc(C3=CCCCC3)cc2O[C@H]1CN(C)CC1CCCC1	6	-0.3	3	-17	3	2	2	-3
CO[C@H]1CN(C)C(=O)c2cc(NS(C)(=O)=O)ccc2OC[C@@H](C)N(CC2CCOCC2)C[C@H]1C	-5	0.4	-1	6	1	-4	4	-4
CCCC#Cc1ccc2c(c1)O[C@@H](CN(C)C(=O)c1ccccc1)[C@@H](C)CN([C@@H](C)CO)S2(=O)=O	0	-0.3	6	28	2	-3	1	1
O=C(NCc1cccc(Cl)c1)C1CCN(S(=O)(=O)c2ccc(F)cc2)CC1	-4	/	-1	-15	1	4	5	0
O=C(C[C@H]1CC[C@H]2[C@@H](COC[C@H](O)CN2Cc2ccc3c(c2)OCO3)O1)N1CCOCC1	4	0.0	-3	-6	-4	5	-3	-2
COc1cc(NC(=O)CN(c2ccc(C)cc2)S(=O)(=O)c2c(C)noc2C)cc(OC)c1	7	0.4	-2	-9	10	-10	-2	1
CCN(CC)S(=O)(=O)c1ccc(NC(=O)c2ccc(NS(C)(=O)=O)cc2)cc1	-11	/	-2	/	0	0	/	/
O=C(Nc1ccc(O)c2c(=O)cc(-c3ccccc3Cl)oc12)c1cccc(Cl)c1	23	0.0	26	-18	2	-9	6	3
O=C(Cc1cccc2ccccc12)N/N=C/c1ccc(O)c([N+](=O)[O-])c1	1	-0.8	-2	-16	/	/	6	-2
COC(=O)c1sc(S(=O)(=O)N2CCCCC2C)c(C(=O)OC)c1C (centres undefined)	1	0.0	-4	-13	-3	-2	3	2
Cc1ccc(S(=O)(=O)N2CC3(O)CN(C(=O)OC(C)C)N(C(=O)OC(C)C)CC3(OC(=O)NCc3ccco3)C2)cc1 (centres undefined)	/	0.2	-1	-8	2	-4	-5	1
CC1(C)Cc2cccc(OCC(=O)N3CCN(c4cccc(Cl)c4)CC3)c2O1	1	0.1	1	3	3	1	-5	-6
Cc1ccc(C)c(Cn2c(=O)n(C)c(=O)c3sccc32)c1	-4	/	-11	-3	4	-7	-3	-1
CCOCC(=O)N1CCN(c2ccccc2OC)CC1	-13	/	11	-8	-1	-3	4	2
C[C@H](CO)N1C[C@H](C)[C@H](CN(C)Cc2cccc(C(F)(F)F)c2)Oc2ncc(C#Cc3ccccc3)cc2C1=O	2	-0.3	0	16	-5	-1	6	2
C=C[C@@H]1c2ccccc2N(S(=O)(=O)c2ccc(C)cc2)[C@H](c2ccccc2C(F)(F)F)C1(C#N)C#N	-2	-0.3	-14	-9	1	-2	-3	0
O=c1[nH]cnc2ccccc12	i	/	0	-3	-3	-8	0	-2
CN(C(=O)Cn1nnc(-c2ccc(F)cc2)n1)C1CCS(=O)(=O)C1 (centres undefined)	38	/	-5	4	-2	-2	-8	0
COc1ccc(N(CC(=O)O)S(=O)(=O)c2ccc(OC)c(OC)c2)cc1	6	/	-6	/	-1	-4	/	/
CC(C)(C)n1nnnc1C(c1cc2ccccc2o1)N1CCCCC1 (centres undefined)	/	-0.5	/	-2	/	/	4	2
COc1ccc(C(=O)NC2CC3CCCC(C2)N3Cc2ccccc2)c(OC)c1 (centres undefined)	-3	/	4	0	-2	-16	1	-15
Cc1ccc2[nH]c(CN3CCN(C)C(CCO)C3)c(C)c2c1 (centres undefined)	-1	0.0	7	0	0	5	0	-9
CCCS(=O)(=O)n1nc(-c2ccc(OC)cc2)cc1N	-8	-0.1	19	-7	8	5	-2	4
CCc1nc2c(OCC(=O)C(C)(C)C)cccn2c1N(C)C(=O)Nc1ccccc1OC	/	-0.2	0	2	2	-11	-10	-1
CCCN1CCOC(CC(=O)Nc2ccc([N+](=O)[O-])cc2)C1=O (centres undefined)	-7	/	-4	-17	/	/	0	3
CCOC(=O)[C@]12CCC=C1N(CCC1=CCCCC1)C(=O)[C@H](CC(=O)N1CCCC1)C2	/	0.0	/	-16	/	/	0	-3
CN1CCCCC1CCN1c2ccccc2Sc2ccc(S(C)=O)cc21 (centres undefined)	1	1.9	1	7	5	22	-5	0
CC1(C)CC(=O)C2=C(C1)Nc1ccccc1NC2	33	/	-3	-115	5	-31	-6	7
COCCN(C[C@@H]1[C@@H](c2ccccc2)[C@H](CO)N1C(C)=O)C(=O)c1cccnc1	7	2.5	-2	8	0	-1	-4	-5
